From PubChem
MC4R antag cAMP: antagonists of human melanocortin 4 receptor (MC4R). P32245. MC4R-expressing cells, MTII-stimulated cAMP, LANCE TR-FRET. inhibition, % at 6.5 µM. 360,000 compounds, 0.48% hits. AID 540295;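 active means inhibition above its plate's cutoff, the mean of tested wells on that plate plus 3 SD, cut at about 29% in these data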;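 further: 0% = Melanotan II alone and 100% = Melanotan II plus saturating MCL0020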
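Material: human MC4R-expressing U2OS cells. Probe or stimulus: Melanotan II challenge. Dosing: 6.5 µM single dose. Times: 30-min compound, 1-h challenge, 1-h detection, room temperature. Technique: TR-FRET with Eu-cAMP and labeled anti-cAMP, 671 nm. Replication: singlicate.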
MC4R barr agon: activates human MC4R beta-arrestin recruitment. P32245. U2OS MC4R beta-arrestin complementation, luminescence; percent of melanotan II response, DMSO zero. activation, % at 8.9 µM. 360,000 compounds, 0.98% hits. AID 540308;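 active means activation above a per-plate cutoff, the mean activation of sample wells on that plate plus 3 SD, cut at about 8% in these data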
TLR9-MyD88 inh: blocks human TLR9 binding to MyD88; Q9NR96+Q99836; CHO BLA complementation TLR9-MyD88, CCF4 FRET ratio; inhibition, % at 4.98 µM; 340,000 compounds, 0.21% hits;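 active means inhibition above the mean over all tested compounds plus 3 SD, cut at about 21% in these data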;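 further: 0% = DMSO only wells and 100% = clavulanate BLA inhibitor control wells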
SRC1 inh: inhibits human SRC1 coactivator | Q15788 | HEK293 GAL4-SRC1 luciferase reporter, luminescence | inhibition, % at 3.6 µM | 360,000 compounds, 0.12% hits;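 active means inhibition above the campaign mean plus 3 SD, with each screening campaign given its own cutoff, cut at about 60% in these data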;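 further: 0% = DMSO treated cells and 100% = gossypol at 36 µM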
NR5A2 inv ag: inverse agonists of human LRH-1 (NR5A2). inhibition, % at 3.6 µM. HEK293T StAR-luciferase reporter, LRH-1 transfected, 24 h. 360,000 compounds, 0.13% hits. AID 602396;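 active means inhibition above the mean inhibition of all tested compounds plus 3 SD, cut at about 73% in these data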;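 further: 0% = DMSO wells and 100% = reporter-only cells lacking LRH-1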
Target sequence (O00482 whole entry, looked up): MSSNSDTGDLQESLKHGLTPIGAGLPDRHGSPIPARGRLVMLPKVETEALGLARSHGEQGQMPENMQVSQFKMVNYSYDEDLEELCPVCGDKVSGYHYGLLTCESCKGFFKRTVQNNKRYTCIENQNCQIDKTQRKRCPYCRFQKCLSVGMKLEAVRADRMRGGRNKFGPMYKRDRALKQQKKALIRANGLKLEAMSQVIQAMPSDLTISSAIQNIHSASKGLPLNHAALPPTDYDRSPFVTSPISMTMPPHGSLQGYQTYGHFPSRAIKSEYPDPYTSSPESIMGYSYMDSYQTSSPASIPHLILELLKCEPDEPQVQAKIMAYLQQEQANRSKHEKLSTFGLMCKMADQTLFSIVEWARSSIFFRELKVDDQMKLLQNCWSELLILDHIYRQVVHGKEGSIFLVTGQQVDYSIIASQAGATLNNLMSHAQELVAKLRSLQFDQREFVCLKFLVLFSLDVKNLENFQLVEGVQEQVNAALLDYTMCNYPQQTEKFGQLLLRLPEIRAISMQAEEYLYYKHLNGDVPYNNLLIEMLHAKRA
NOD2 RIPK2 PPI: inhibitors of human NOD2-RIPK2 interaction; inhibition, % at 4.98 µM; AID 624267; CHO BLA complementation NOD2-RIPK2, CCF4 ratio; 360,000 compounds, 0.38% hits; O43353; in the data active means inhibition above about 21%;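 further: 0% = vehicle only and 100% = reference blocker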
NCOA3 inh: inhibits human SRC3 coactivator; HEK293 GAL4-SRC3 luciferase reporter, luminescence; inhibition, % at 3.6 µM; 360,000 compounds, 0.17% hits; AID 588352;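 active means inhibition above a per-campaign cutoff, the mean of all compounds plus 3 SD, cut at about 60% in these data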;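 further: 0% = DMSO-treated cells and 100% = gossypol-treated cells at 36 µM; higher means less SRC3-driven luciferase light from the GAL4 reporter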
ABHD5-PLIN5 inh: ABHD5-PLIN5 protein interaction inhibition | Q00G26+Q8WTS1 | Split G. princeps luciferase complementation, luminescence, 4 h | inhibition, % at 4 µM | 360,000 compounds, 0.78% hits | AID 602281;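 active means inhibition above the mean inhibition across every tested compound plus 3 SD, cut at about 22% in these data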;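 further: 0% = DMSO only wells and the 100% control is not disclosed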
EBV LMP1 NFkB: Epstein-Barr LMP1 NF-kappaB reporter inhibition | LMP1-induced NF-kappaB luciferase reporter cells, luminescence | inhibition, % at 12.5 µM | 350,000 compounds, 0.69% hits | AID 504558; in the data active means inhibition above about 41%;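 further: 0% = neutral control wells and 100% = reference inhibitor control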
NR2F2 inh: blocks human COUP-TFII nuclear receptor; HEK293T NGFI-A luciferase reporter, luminescence; inhibition, % at 8.6 µM; 370,000 compounds, 0.7% hits;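 active means inhibition above a per-plate cutoff, mean inhibition of test wells between control levels plus 3 SD, cut at about 38% in these data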;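 further: cells cotransfected with COUP-TFII expression vector driving the NGFI-A reporter; 0% = median of COUP-TF2 test wells and 100% = reporter-only cells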
Target sequence (P24468 whole entry, looked up): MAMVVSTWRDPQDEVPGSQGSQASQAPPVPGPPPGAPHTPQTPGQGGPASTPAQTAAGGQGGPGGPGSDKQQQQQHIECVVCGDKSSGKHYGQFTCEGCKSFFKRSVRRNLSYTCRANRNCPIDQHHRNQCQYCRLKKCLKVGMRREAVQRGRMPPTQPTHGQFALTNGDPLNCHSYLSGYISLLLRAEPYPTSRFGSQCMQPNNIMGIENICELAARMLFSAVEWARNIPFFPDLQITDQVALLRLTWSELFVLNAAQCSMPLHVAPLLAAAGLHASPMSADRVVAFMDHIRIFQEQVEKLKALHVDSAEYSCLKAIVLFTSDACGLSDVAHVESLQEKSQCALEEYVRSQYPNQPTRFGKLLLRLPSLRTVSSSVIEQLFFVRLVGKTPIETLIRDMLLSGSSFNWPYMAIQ
SRC2 inh: inhibits human steroid receptor coactivator 2; HEK293 GAL4-SRC2 luciferase reporter, luminescence; 370,000 compounds, 0.17% hits; Q15596; AID 651957; inhibition, % at 9 µM;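 active means inhibition above the mean inhibition of all tested compounds plus 3 SD, set per campaign, cut at about 52% in these data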;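 further: 0% = DMSO treated cells and 100% = cells given Gossypol at 36 µM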
* marks the source's active call; other numbers are inactive results; / = not tested or not shown. These rows are one share of the data, so the mix of outcomes need not match the whole.

SMILES	MC4R antag cAMP	MC4R barr agon	TLR9-MyD88 inh	SRC1 inh	NR5A2 inv ag	NOD2 RIPK2 PPI	NCOA3 inh	ABHD5-PLIN5 inh	EBV LMP1 NFkB	NR2F2 inh	SRC2 inh
CC(CC(C#N)(c1ccccc1)c1ccccc1)N(C)C (stereo not given)	6	0.1	1	-6	-6	10	-5	3	-8	12	1
COC(=O)C1=C(c2cc3ccccc3o2)C[C@@H]2CC[C@H]1N2C(=O)NC(C)C	6	-0.2	-7	1	15	2	-1	-1	-2	6	-2
Cc1ccc(OC(=O)N(C)C[C@H]2OCc3cnnn3CCCC(=O)N([C@H](C)CO)C[C@@H]2C)cc1	2	0.2	6	2	-4	-7	9	-1	-3	2	-4
O=C1NC(=O)C(=Cc2c(Cl)cccc2Cl)C(=O)N1	5	-0.1	-8	-15	5	-13	-25	14	0	-17	-8
COc1ccc(CC2c3cc(OC)c(OC)cc3CCN2C)cc1OC (stereo not given)	6	-1.0	4	3	0	3	-5	3	3	11	-4
CC[C@H](C)/C=C(C)/C=C/C1=CC2=C(Cl)C(=O)[C@](C)(OC(C)=O)C(=O)C2=CO1	2	2.8	2	-10	9	-4	-37	13	0	/	/
COc1ccc(CC(=O)N(C)C2CCCN(Cc3ccccc3F)C2)cc1OC (stereo not given)	3	1.3	2	6	-3	-17	-3	3	0	-4	-4
COC(=O)c1c(C)n(Cc2ccccc2)c2ccc(O)cc12	17	1.8	0	2	-16	-15	18	-1	1	-4	16
O=C1NC(=O)N(Cc2ccccc2)C(=O)/C1=C/C=C/c1ccco1	-7	-0.2	-3	-8	-22	4	3	17	-32	-33	20
C#C[C@]1(O)CC[C@H]2[C@@H]3CCC4=Cc5nc6nc7ccccc7n6cc5C[C@]4(C)[C@H]3CC[C@@]21C	7	1.9	-1	2	-4	-5	6	-6	-45	-11	5
C1=NCCCN2CCCCC12 (stereo not given)	14	1.0	1	-3	14	9	-8	4	-4	5	-28
COC(=O)C1=C(c2cccc(OC)c2OC)C[C@@H]2CC[C@H]1N2C(=O)NCc1ccco1	4	0.3	-2	-6	-3	-21	-12	12	-5	11	-7
CC(C)OC(=O)Cc1ccccc1	10	-1.6	0	-6	-13	-2	-28	7	-9	3	13
C=CC(=O)OCCO	5	-0.5	-12	3	8	2	7	4	-11	5	-19
CC1=C(C(=O)N2CCC3(CC2)OCCO3)C2(CCC(C)CC2)OC1=O (stereo not given)	15	-2.4	0	-1	1	2	7	-2	4	7	-13
CCCc1nc2ccccc2c(=O)n1-c1ccc(O)cc1	0	0.3	-2	0	-21	2	-2	13	-3	7	7
CC(=O)OC(C)(C)/C=C/C(=O)[C@](C)(O)C1[C@H](O)C[C@@]2(C)C3CC=C4C(C[C@H](O)C(=O)C4(C)C)[C@]3(C)C(=O)C[C@]12C (stereo not given in full)	-8	1.9	9	-4	34	16	28	10	43*	/	/
COc1ccc(C(c2nnnn2Cc2ccccc2)N2CCC3(CC2)C(=O)NCN3c2ccccc2)cc1 (stereo not given)	/	/	/	7	15	-6	-54	1	/	-20	22
CN1CC(C(=O)c2ccccc2)C(C(=O)c2ccccc2)C1 (stereo not given)	12	0.2	-5	-87	-110	-13	-57	-3	-18	-33	-62
CN1CCCCC1Cc1ccccc1 (stereo not given)	/	/	/	4	7	1	-14	0	/	/	/
CN(C)c1ccc(N=Cc2c(O)n(CCC3=CCCCC3)c(=O)[nH]c2=O)cc1	-3	-1.6	-5	-36	18	-7	-5	0	-6	/	/
Cc1ccc(N)cc1N	6	-1.1	-1	-11	-19	7	9	0	-9	-12	-4
CCOc1ccc(Cc2c(O)[nH]c(=O)[nH]c2=O)cc1	-7	-1.1	-6	-10	2	-3	-1	-16	-6	-8	-8
COc1cc2c(cc1O)C[C@H]1c3c(cc(O)c(OC)c3-2)CCN1C	-5	-0.2	-4	2	16	-8	5	-3	8	2	-31
COc1ccc(CCNC(=O)COC(=O)Cc2ccccc2)cc1	1	0.7	13	-2	34	-5	15	1	0	0	29
C#CC[N+]1(C)[C@@H]2CC(OC(=O)C(CO)c3ccccc3)C[C@H]1C(O)C2 (stereo not given in full)	0	-0.7	-1	2	17	4	-20	0	-1	4	-2
CCCC[n+]1cc(=N)o[n-]1	14	-1.4	-4	8	9	1	2	-8	-2	17	14
CC1CN=C(Nc2ccccc2)S1 (stereo not given)	2	-0.5	1	0	5	-14	12	2	4	6	-32
COC(=O)C1=Nc2ccccc2/C1=C\c1c(O)n(-c2cc(OC)ccc2OC)c(=O)[nH]c1=O	-2	-0.9	0	13	29	-4	13	13	-1	12	7
OC1C2CN3CN(C2)CC1(c1ccccc1)C3 (stereo not given)	-2	1.1	3	-14	0	-5	-2	-1	-4	12	-23
COP(=O)(NC(C)=O)SC (stereo not given)	-2	0.7	-1	9	12	-14	5	2	-6	4	-16
O=C(COC(=O)Cc1ccccc1)Nc1cc(S(=O)(=O)N2CCOCC2)ccc1N1CCCC1	4	-1.3	5	4	-8	-7	8	0	0	-3	11
CCCCn1c(O)c(C=NCCCn2ccnc2)c(=O)[nH]c1=O	2	-0.6	4	9	5	4	12	6	-3	21	-12
Cn1c(=O)c2c(nc(N/N=C/c3c(O)n(C4CCCCC4)c(=S)[nH]c3=O)n2C)n(C)c1=O	-6	0.8	7	1	0	-7	-4	-2	2	2	1
COC(=O)C1=C(c2cccc(OCc3ccccc3)c2)C[C@@H]2CC[C@H]1N2C(=O)NCc1ccc(OC)cc1	-1	-0.8	4	4	13	0	-16	4	-5	7	17
O=C(Nc1ccc(F)cc1F)c1cccnc1Oc1cccc(C(F)(F)F)c1	-2	3.2	-7	6	-10	6	16	4	5	1	-19
CCCCn1nnnc1C(c1ccnc2ccccc12)N1CCC2(CC1)C(=O)NCN2c1ccccc1 (stereo not given)	/	/	/	2	-34	-16	-16	2	/	5	19
Clc1ccc(-c2nc3ccc(Cl)cn3c2CN2CCCCC2)cc1	6	0.7	-1	-12	-9	3	-2	-5	7	-26	-17
Cc1ccc(N)c(C(=O)c2ccccc2)c1	8	-0.9	-1	0	-5	-1	-3	-1	-8	-1	7
O=C1NC(=O)N(c2ccccc2)C(=O)/C1=C/c1coc2ccc(O)cc2c1=O	-2	0.3	-5	-2	12	1	4	37*	-2	11	-2

Reprinted from the part before: two entries; new compounds follow.
SMILES	MC4R antag cAMP	MC4R barr agon	TLR9-MyD88 inh	SRC1 inh	NR5A2 inv ag	NOD2 RIPK2 PPI	NCOA3 inh	ABHD5-PLIN5 inh	EBV LMP1 NFkB	NR2F2 inh	SRC2 inh
Cc1ccc(N)c(C(=O)c2ccccc2)c1	8	-0.9	-1	0	-5	-1	-3	-1	-8	-1	7
O=C1NC(=O)N(c2ccccc2)C(=O)/C1=C/c1coc2ccc(O)cc2c1=O	-2	0.3	-5	-2	12	1	4	37*	-2	11	-2
CCOc1ccc(-c2cc(C)[n+](CCN3CCOCC3)c(-c3ccc(OCC)cc3)c2)cc1	1	-0.7	5	23	24	-5	23	12	5	14	5
CC1(O)CCN2C(=O)CCc3cccc1c32 (stereo not given)	5	1.6	9	-1	-5	-3	3	-6	5	1	-3
CCNC(=O)NNC(=O)C1CC(c2cccnc2)=NO1 (stereo not given)	21	-0.3	-7	-2	14	-6	19	0	-3	13	11
CNC(=O)N(C)c1ccc(C(O)(C(=O)OC)C(F)(F)F)cc1 (stereo not given)	12	-1.7	-5	14	4	-9	12	8	0	-8	-18
O=c1[nH]c2ccccc2n1C1CCN(C(CCc2ccccc2)c2nnnn2Cc2ccccc2)CC1 (stereo not given)	/	/	/	44	31	7	53	6	/	-6	20
O=P(Oc1ccccc1)(Oc1ccccc1)N1CCN(c2ccc(F)cc2)CC1	13	-2.2	-2	9	5	9	-10	1	5	-11	-18
CCOC(=O)c1cccc(-[n+]2c(-c3ccccc3)cc(-c3ccccc3)cc2-c2ccccc2)c1	0	1.1	-8	8	23	-4	30	12	5	33	8
Cc1ccccc1C(O)(Cc1ccccc1)C1CN2CCC1CC2 (stereo not given)	-2	-1.4	-17	19	10	-9	32	6	-12	-4	-15
COc1cccc(OC)c1CN1CCCC(C(=O)c2cccc(Cl)c2)C1 (stereo not given)	10	-0.6	0	15	6	7	1	4	9	-2	-3
COC(=O)C1=C(c2ccc(F)cc2OCc2ccccc2)C[C@@H]2CC[C@H]1N2C(=O)NCc1ccc(C(C)(C)C)cc1	17	1.4	-6	-6	0	-14	2	5	4	-14	-7
COc1ccc(CCNCC2CCCO2)cc1 (stereo not given)	1	-2.1	-1	-17	-2	-9	-2	2	2	7	1
CCN1C(=O)CC(=O)N(CC)C1=S	-6	-1.3	0	0	-3	-13	2	-9	-2	-17	27
CCN(CC)P(=O)(c1n(CC)cc[n+]1CC)N(CC)CC	-9	-0.3	1	8	-4	-6	12	15	5	21	1
CCC(c1nnnn1Cc1ccccc1)N1CCC2(CC1)C(=O)NCN2c1ccccc1 (stereo not given)	/	/	/	18	21	-12	7	-6	/	8	-37
COc1ccc(OC)c(N=Cc2c(O)[nH]c(=O)[nH]c2=O)c1	7	-0.8	9	-2	-4	-3	-9	-3	12	0	-8
COCCn1c(-c2ccccc2)cc(C(=O)O)c1C	7	-0.7	-4	0	9	-12	-14	4	5	16	-2
Cc1cccc(C)c1NC1=NCCCCS1	-2	-0.9	6	0	-1	-10	-2	-5	4	2	-11
Oc1cc2c(cc1CN1CCN(c3ccccc3)CC1)OCO2	13	-1.2	-8	4	10	3	4	0	-6	-4	2
CCOc1cc(/C=C2\C(=O)NC(=O)N(C)C2=O)cc([N+](=O)[O-])c1O	-4	-3.0	8	-90	2	-13	16	7	-5	-3	10
Nc1c2c(nc3sc4c(c13)CCCC4)CCCC2	-1	-0.7	6	-29	-59	8	-19	0	-5	-29	-49
O=C(c1sc2ccccc2c1Cl)N1CCC2(CC1)OCCO2	10	0.9	-3	-8	-31	-10	8	1	1	/	/
CCC(=NCCCN1CCOCC1)c1c(O)n(Cc2ccccc2)c(=O)[nH]c1=O	9	-2.5	5	-2	7	-4	12	2	1	9	-9
CCOc1ccccc1-n1c(O)c(C=Nc2c(C)n(C)n(-c3ccccc3)c2=O)c(=O)[nH]c1=O	5	-0.7	10	-1	8	2	2	6	-20	-5	-10
COC(=O)C1=C(c2ccc(OC(F)(F)F)cc2)C[C@@H]2CC[C@H]1N2C(=O)NCc1cc(C)oc1C(F)(F)F	13	-2.0	-4	-1	22	4	13	6	9	4	-4
CN(c1ccc(O)cc1)c1ccc([N+](=O)[O-])c2nonc12	-17	-5.4	-11	-4	0	-5	6	20	0	0	1
